CSN inh: inhibitors of CSN-mediated cullin deneddylation, primary screen, biochemical, fluorescence polarization, uHTS | inhibition, % at 12.5 µM | Purified CSN, SCF-Nedd8-OG deneddylation | hit rate 0.38% among 360,000 | COP9 signalosome complex subunit 5 (Homo sapiens), Q92905;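 active means pattern-corrected inhibition above about 35%, with an unprinted fluorescence ratio check between 0.5 and 1.5, limit read from the data, passing the limit was not always enough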;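 further: 0% = enzyme with substrate and 100% = substrate without enzyme; some results filed as inactive read as strong as hits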
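Assay system: Purified human Csn5 enzyme expressed in HEK293T cells | Amount: Enzyme 0.24 nM | Measured by: Fluorescence polarization readout | Medium: Tris/NaCl/DTT buffer, pH 7.5 | Compound dosing: One concentration, 12.5 µM, 0.25% DMSO | Times: 90 min incubation of compound, enzyme and substrate at room temperature | Control set: no-enzyme wells high, enzyme-with-substrate wells low | Read-out: % inhibition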
TbMetRS inhib: T. brucei MetRS inhibitors, primary screen, biochemical, luminescence; methionyl-tRNA synthetase (Trypanosoma brucei brucei); purified T. brucei MetRS, ATP depletion, Kinase-Glo luminescence; inhibition, % at 11.9 µM; hit rate 0.4% among 360,000; AID 624268, 2012;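 active means inhibition above a per-plate cutoff of the control wells' mean inhibition plus 3 SD, cut at about 5.5% in these data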;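 further: 0% = DMSO wells median and 100% = median of wells with control inhibitor compound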
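Material: parasite MetRS enzyme / Replication: singlicate, one well per compound / Signal: luminescence of leftover ATP / Schedule: 2 h aminoacylation at 25 °C after 15 min preincubation / Medium: HEPES-MgCl2-KCl buffer plus DTT, spermine, BSA, pyrophosphatase / Doses: 11.9 µM single point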
SUMO1-SIM PPI: modulators of SUMO1 protein-protein interactions, primary screen, biochemical, uHTS; Small ubiquitin-related modifier 1 (Homo sapiens), P63165; SUMO1 binding to a labelled peptide, TR-FRET, 1 h; inhibition, % at 20 µM; hit rate 0.33% among 360,000; in the data active means inhibition above about 37%
NadD block: inhibitors of S. aureus NadD, primary screen, biochemical, colorimetric, uHTS | Nicotinate-nucleotide adenylyltransferase NadD (Staphylococcus aureus N315) | purified NadD enzyme, colorimetric absorbance read-out | inhibition, % at 20 µM | hit rate 0.78% among 360,000 | AID 602399, 2012; in the data active means inhibition above about 26%; further: some compounds past the cut are filed as inactive
Scp-1 inhibitor: Scp-1 phosphatase inhibitors, primary screen, biochemical, colorimetric, uHTS; Carboxy-terminal domain RNA polymerase II polypeptide A small phosphatase 1 (Homo …; Recombinant Scp1, phosphopeptide, malachite green phosphate absorbance; inhibition, % at 20 µM; hit rate 0.88% among 340,000;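 active means inhibition above about 50% at 20 µM, limit read from the data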;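 further: plate controls were DMSO wells with enzyme for no effect and wells lacking enzyme for full effect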
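Test system – truncated SCP-1 phosphatase (76-261aa) · Reagent – Phosphorylated 17-residue peptide substrate · Incubation – 45 min room-temperature reaction, 5 min colour, 30 min stabiliser · Detection – colorimetric phosphate reagent with accelerator and stabiliser, absorbance at 630 nm · Measure – % inhibition at 20 µM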
DNMT1 inh: human DNMT1 methyltransferase inhibitors, primary screen, biochemical, molecular beacon, fluorescence, HinP1I cleavage, uHTS; DNA (cytosine-5)-methyltransferase 1 (Homo sapiens), P26358; inhibition (reported as % activation of signal), % at 10 µM; hit rate 0.83% among 360,000; in the data active means inhibition above about 50%
Target sequence (P26358 504-1616 limits assumed): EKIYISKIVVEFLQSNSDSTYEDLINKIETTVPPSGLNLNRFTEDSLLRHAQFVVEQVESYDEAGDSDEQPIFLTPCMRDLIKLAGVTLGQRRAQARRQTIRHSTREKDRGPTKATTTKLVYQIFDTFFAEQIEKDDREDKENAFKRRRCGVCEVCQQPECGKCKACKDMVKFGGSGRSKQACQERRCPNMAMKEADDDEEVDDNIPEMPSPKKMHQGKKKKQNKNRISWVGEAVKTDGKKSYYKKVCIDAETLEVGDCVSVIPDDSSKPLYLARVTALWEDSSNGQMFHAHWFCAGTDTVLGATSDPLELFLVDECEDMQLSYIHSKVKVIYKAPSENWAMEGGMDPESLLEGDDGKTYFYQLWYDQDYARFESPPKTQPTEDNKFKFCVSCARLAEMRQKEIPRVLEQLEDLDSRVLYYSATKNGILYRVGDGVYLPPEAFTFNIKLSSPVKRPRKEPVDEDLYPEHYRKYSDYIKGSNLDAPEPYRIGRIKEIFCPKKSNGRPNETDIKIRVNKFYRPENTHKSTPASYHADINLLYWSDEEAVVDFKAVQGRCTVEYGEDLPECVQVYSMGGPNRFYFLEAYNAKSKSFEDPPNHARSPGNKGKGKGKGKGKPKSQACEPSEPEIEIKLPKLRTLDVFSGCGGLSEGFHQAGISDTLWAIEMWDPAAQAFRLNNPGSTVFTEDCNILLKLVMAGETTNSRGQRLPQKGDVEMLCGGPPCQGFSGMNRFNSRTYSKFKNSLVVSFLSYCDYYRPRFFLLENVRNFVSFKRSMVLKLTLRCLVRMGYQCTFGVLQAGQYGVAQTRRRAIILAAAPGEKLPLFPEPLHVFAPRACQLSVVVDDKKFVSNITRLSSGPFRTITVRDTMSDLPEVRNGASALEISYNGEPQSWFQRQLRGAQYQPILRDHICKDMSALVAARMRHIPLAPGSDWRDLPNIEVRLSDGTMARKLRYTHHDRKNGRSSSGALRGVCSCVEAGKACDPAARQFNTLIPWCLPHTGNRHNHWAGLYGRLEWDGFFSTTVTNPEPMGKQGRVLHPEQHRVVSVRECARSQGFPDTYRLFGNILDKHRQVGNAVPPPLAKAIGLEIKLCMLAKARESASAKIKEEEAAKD
LMPTP inh: LMPTP phosphatase inhibitors, primary screen, biochemical, fluorescence intensity, uHTS. Low molecular weight phosphotyrosine protein phosphatase (Homo sapiens), P24666. hit rate 0.22% among 360,000. inhibition, % at 20 µM. recombinant LMPTP-A, OMFP fluorogenic substrate;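 active means compounds that cut the enzyme signal by at least half of the control window in the single-dose screen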;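 further: plate controls were DMSO wells with enzyme plus substrate for no effect and substrate without enzyme for full effect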
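Test system: LMPTP-A phosphatase enzyme; input: 0.625 nM LMPTP-A final; reagent: OMFP substrate, 400 µM final; compound dosing: 20 µM single dose, 3% DMSO; incubation: 50 min dark incubation at room temperature; measured by: endpoint fluorescence intensity from OMFP dephosphorylation; measure: % inhibition relative to no-enzyme and uninhibited control wells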
Rpn11 inh: Rpn11 (PSMD14) deubiquitinase inhibitors, primary screen, biochemical, fluorescence polarization, uHTS; human 26S proteasome, Ub4-pepOG fluorescence polarization; 20S core pre-blocked with epoxomicin; AID 588493, 2011; 26S proteasome non-ATPase regulatory subunit 14 (Homo sapiens), O00487; hit rate 0.59% among 360,000; calls only at 20 µM;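 active means inhibition at 20 µM, scaled to each plate's controls, above about 33%, limit read from the data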
STEP inh: STEP phosphatase inhibitors, primary screen, biochemical, fluorescence intensity, uHTS; Tyrosine-protein phosphatase non-receptor type 5 (Homo sapiens), P54829; recombinant STEP, OMFP fluorogenic substrate; inhibition, % at 20 µM; hit rate 0.25% among 360,000;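 active means inhibition at 20 µM, scaled per plate between control wells, above about 37%, limit read from the data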;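 further: 0% = DMSO with enzyme and substrate and 100% = substrate only without enzyme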
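medium = Bis-Tris buffer pH 6.0, 2.5 mM DTT, 0.005% Tween 20 | test system = STEP (striatal-enriched tyrosine phosphatase) enzyme, cell-free | measure = normalized % inhibition | compound dosing = 20 µM, 1% DMSO | also added = 25 µM OMFP | schedule = reaction 20 min, ambient temperature | measured by = fluorescence read at 480 nm ex / 540 nm em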
PABP1 MLLE inh: inhibitors of PABP1 MLLE–PAM2 peptide binding, primary screen, biochemical, fluorescence polarization, FITC-PAM2, GST-MLLE; Polyadenylate-binding protein 1 (Homo sapiens), P11940; inhibition, % at 20 µM; hit rate 0.36% among 360,000; AID 588489, 2011; in the data active means inhibition above about 35%, passing the limit was not always enough;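 further: plate controls were DMSO wells with GST-MLLE for no effect and wells lacking GST-MLLE protein for full effect; some results filed as inactive read as strong as hits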
Numbers without * were called inactive; i = inactive; · = no result given.

SMILES	CSN inh	TbMetRS inhib	SUMO1-SIM PPI	NadD block	Scp-1 inhibitor	DNMT1 inh	LMPTP inh	Rpn11 inh	STEP inh	PABP1 MLLE inh
COC(=O)c1ccc(CSc2ncnc3sc(C)c(C)c23)o1	4.9	-0.6	6.8	9.3	-5.2	-2.0	10.5	i	-0.5	20.3
CN(C)S(=O)(=O)c1ccc2c(c1)nc(CCC(=O)NCC1CCCCC1)n2C	-2.9	-0.6	2.4	6.0	-2.0	-0.1	-0.2	i	0.6	-5.3
COc1ccc(C(=O)Nc2ccccc2C(=O)O)cc1Cl	-0.5	0.7	5.7	0.6	-3.1	2.7	-0.1	i	-2.7	-10.0
C=CCN(C(=O)CCc1ccccc1OC)c1nc(-c2ccc(S(C)(=O)=O)cc2)cs1	0.7	0.5	-3.6	-0.1	-7.1	-3.9	3.5	i	-0.5	-2.4
O=S1(=O)c2cccc3cccc(c23)N1Cc1ccc(-c2nnco2)cc1	2.9	-0.3	-13.1	-11.6	-7.9	-7.2	0.3	i	2.1	-9.9
COc1ccc(C(=O)NCc2ccccc2)cc1Br	-3.1	0.8	2.4	-3.5	-8.0	2.1	-0.4	i	-1.6	9.7
COc1ccc(CN(C)C(=O)c2cc(-c3ccccc3)nc3ccc(C)cc23)c(OC)c1OC	0.8	-0.6	-4.3	1.9	-7.1	-2.5	3.1	i	1.9	-12.8
Cc1cc(C)cc(C(=O)N2CCC3(CC2)NCCc2[nH]cnc23)c1	-2.5	0.2	-6.8	4.8	-7.9	0.7	0.6	i	0.5	9.6
FC(F)(F)c1cccc(-c2cc3nc(NCCOc4ccccc4)ccn3n2)c1	3.6	-0.2	0.7	2.1	·	-2.1	4.6	i	-2.1	-2.4
CN1C(=S)N(c2cccnc2)C(=O)/C1=C\c1ccc(N(C)C)cc1	46.8*	-0.4	-44.0	-1.3	-1.4	12.6	11.4	·	3.6	-157.6
C=CCN(CC=C)C(=O)c1cccc(OC2CCN(CC(C)(C)C)CC2)c1	0.0	-0.6	0.9	-1.9	-2.2	1.6	-0.1	i	1.8	3.6
Cc1cc(C)cc(N(CC(=O)NCCSCc2ccccc2)S(C)(=O)=O)c1	-9.9	-0.1	2.6	-7.5	-5.2	-1.6	0.2	i	-3.4	-2.0
Cc1cccc(CN2CCN(C3CCCC3)C(CCO)C2)n1 (stereo not drawn)	-2.0	-0.1	2.7	-4.0	-2.7	-0.4	-2.1	i	0.7	-8.1
O=C1c2ccccc2C(=O)c2c(NCCCN(CCO)CCO)cccc21	-12.9	-1.4	-22.6	-3.7	-4.5	45.6	6.8	i	5.4	6.1
Cc1ccn2c(CNCC3COCCO3)c(C(=O)N3CCCCCC3)nc2c1 (stereo not drawn)	6.4	-0.5	0.5	-1.5	-1.8	0.7	0.9	i	-2.4	1.5
CN(C(=O)Cc1noc2ccccc12)c1ccccc1	2.3	-0.6	6.0	-2.1	-2.1	-1.7	-0.8	i	-0.3	2.5
Cn1c(N2CCC(C(N)=O)CC2)nc2c1c(=O)n(Cc1ccc(Br)cc1)c(=O)n2C	2.8	-0.3	3.1	2.5	-8.0	-6.8	0.9	i	5.3	2.3
CC(C)CC(=O)/C(=C/c1ccc(N(C)C)cc1)n1cncn1	3.8	-0.1	-16.8	-1.0	-7.5	-1.1	1.7	i	-0.3	-30.1
N#C/C(=C\c1ccc(-c2ccc(C(=O)O)cc2)o1)C(=O)NCC1CCCO1 (stereo not drawn)	2.1	-0.3	-15.7	-2.8	11.8	13.6	-0.1	i	0.4	-23.2
O=C1CC(C2CCCO2)C(=O)N1c1cccc(Cl)c1 (stereo not drawn)	-4.8	-0.2	0.2	-4.0	-12.7	-0.8	-0.7	i	2.5	-8.9

Shown in CSV form: 3 of the compounds above
Structure,CSN inh,TbMetRS inhib,SUMO1-SIM PPI,NadD block,Scp-1 inhibitor,DNMT1 inh,LMPTP inh,Rpn11 inh,STEP inh,PABP1 MLLE inh
COc1ccc(CN(C)C(=O)c2cc(-c3ccccc3)nc3ccc(C)cc23)c(OC)c1OC,0.8,-0.6,-4.3,1.9,-7.1,-2.5,3.1,i,1.9,-12.8
Cc1cc(C)cc(C(=O)N2CCC3(CC2)NCCc2[nH]cnc23)c1,-2.5,0.2,-6.8,4.8,-7.9,0.7,0.6,i,0.5,9.6
FC(F)(F)c1cccc(-c2cc3nc(NCCOc4ccccc4)ccn3n2)c1,3.6,-0.2,0.7,2.1,·,-2.1,4.6,i,-2.1,-2.4

Four compounds drawn at random from the list so far, as already listed:
SMILES	CSN inh	TbMetRS inhib	SUMO1-SIM PPI	NadD block	Scp-1 inhibitor	DNMT1 inh	LMPTP inh	Rpn11 inh	STEP inh	PABP1 MLLE inh
O=C1c2ccccc2C(=O)c2c(NCCCN(CCO)CCO)cccc21	-12.9	-1.4	-22.6	-3.7	-4.5	45.6	6.8	i	5.4	6.1
CC(C)CC(=O)/C(=C/c1ccc(N(C)C)cc1)n1cncn1	3.8	-0.1	-16.8	-1.0	-7.5	-1.1	1.7	i	-0.3	-30.1
CN(C)S(=O)(=O)c1ccc2c(c1)nc(CCC(=O)NCC1CCCCC1)n2C	-2.9	-0.6	2.4	6.0	-2.0	-0.1	-0.2	i	0.6	-5.3
Cc1cc(C)cc(N(CC(=O)NCCSCc2ccccc2)S(C)(=O)=O)c1	-9.9	-0.1	2.6	-7.5	-5.2	-1.6	0.2	i	-3.4	-2.0

3 of the entries above in order of the NadD block value, largest number first:
smiles,NadD block
COc1ccc(C(=O)Nc2ccccc2C(=O)O)cc1Cl,0.6
CC(C)CC(=O)/C(=C/c1ccc(N(C)C)cc1)n1cncn1,-1.0
C=CCN(CC=C)C(=O)c1cccc(OC2CCN(CC(C)(C)C)CC2)c1,-1.9

(listing goes on)
SMILES	CSN inh	TbMetRS inhib	SUMO1-SIM PPI	NadD block	Scp-1 inhibitor	DNMT1 inh	LMPTP inh	Rpn11 inh	STEP inh	PABP1 MLLE inh
c1ccc(Cn2nnc3cnccc32)cc1	-0.6	0.8	-2.2	0.7	-3.8	0.5	-0.4	i	-1.8	-6.6
N#Cc1ccc(C(=O)N2CCCCC2c2cc(C(=O)Nc3cccc(C#N)c3)no2)cc1 (stereo not drawn)	-0.9	-0.1	-2.3	-3.5	·	2.0	0.3	i	-0.7	6.9
C/C(=N/NS(=O)(=O)c1ccccc1)c1ccc(NC(=O)C2CC2)cc1	-3.2	-0.3	-2.5	-3.4	-0.5	-3.9	-1.0	i	0.2	6.7
CCN(C(=O)COC(=O)C(Cc1ccccc1)N1C(=O)c2ccccc2C1=O)C1CCS(=O)(=O)C1 (stereo not drawn)	-5.7	-0.9	-3.3	-3.1	-8.9	-0.1	-2.5	i	-3.1	2.1
O=C(CS(=O)(=O)c1ccc(Cl)cc1)NCc1ccccc1	-4.0	0.8	-3.2	4.4	-4.5	-0.4	-0.1	i	-2.0	5.2
COc1ccc(C(=O)c2c(N)sc3c2CCN(C)C3)cc1	2.9	-0.4	-21.2	-3.1	-7.3	-3.8	2.3	i	-15.6	12.9
O=C(Nc1cccc(C(F)(F)F)c1)c1sc(Cl)nc1C(F)(F)F	-1.9	1.6	-1.8	-1.2	-5.1	15.7	-0.2	i	-1.4	0.9
COc1ccc(N(C(=O)c2cccnc2)S(=O)(=O)c2cccc([N+](=O)[O-])c2)cc1	-0.8	-0.1	-21.2	5.0	0.6	-0.4	-0.4	i	-9.1	6.2
Cc1ccc(NC(=O)c2ccc(NCCN)c([N+](=O)[O-])c2)cc1Cl	-1.6	0.6	-23.4	5.5	-4.1	-7.6	-6.9	i	5.1	-8.0
COc1ccc(OC)c(C(=O)NC2CC(C)(C)Cc3c2cnn3-c2ccccc2)c1 (stereo not drawn)	-4.2	-0.9	3.0	-4.2	6.2	0.7	1.3	i	0.7	-20.6
C/C(=N\NC(=O)CCCNc1cccc(C)c1)c1ccncc1	2.4	0.7	-2.5	-4.2	-0.7	0.2	-0.7	i	-3.3	19.1
COc1ccc(NS(=O)(=O)c2ccc(N/N=C(\C)c3ccncc3)c([N+](=O)[O-])c2)cc1	-12.4	0.6	-18.8	25.8	5.0	-8.5	5.6	i	7.1	5.2
Cc1ccc(CNC(=O)c2ccc(C)s2)cc1	-4.6	-0.4	-1.3	-7.3	-14.1	-2.5	0.2	i	-1.3	-0.2
COc1nccnc1NS(=O)(=O)c1ccc(N)cc1	-1.8	-0.3	-2.3	-3.9	-3.4	3.0	-1.3	i	1.4	-8.6
CC(=O)c1cccc(NC(=S)NCCc2ccc(F)cc2)c1	5.7	-0.4	-1.3	-2.3	-8.6	-7.1	-0.2	i	13.6	-10.0
CCn1c2ccccc2c2cc(/C=N/O)ccc21	-4.1	-1.2	-2.2	-5.1	-5.7	4.5	1.0	i	-2.4	11.8
COC(=O)c1ccc(CON2C(=O)c3ccccc3C2=O)cc1	-0.1	-2.6	-8.3	-1.3	2.6	-1.3	-0.3	i	2.8	2.9
CC(=O)c1cccc(NC(=O)c2sc(Cl)nc2C)c1	0.8	-0.6	0.4	-9.0	-1.9	-0.7	-0.3	i	0.9	-6.1

No enrichment for hits (roughly 3.6% active in at least one column).
